Ub-GFP proteasome = proteasome inhibitors stabilizing ubiquitin-GFP reporter | Ubiquitin-GFP reporter cells, proteasome inhibition, GFP fluorescence; response scale: untreated = 0%, 10 µM MG-132 = 100% | Potency, µM (doses to about 45.9 µM), inactives show at the highest dose activation (GFP accumulation), actives largely listed as activators | 67,000 tested, under 10 active | AID 526; active means well fitted activation curve with a large enough effect, not every such curve was filed as active; inconclusive means small, poorly fitted or top-dose-only effect, or another doubt; inactive means no such curve, though single readings can be large or run the other way; further: potency means the concentration at half of the fitted maximal effect
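U2OS cells stably expressing ubiquitin(G76V)-GFP, seeded overnight in 0.5% FBS medium, were exposed to compounds (qHTS, 46 uM to 2.9 nM) for 4 hr at 37 °C. GFP-positive cells were counted by laser cytometry (488 ex/515 em), normalized between basal and 10 uM MG-132.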
USP2a inh = inhibitors of human ubiquitin-specific protease USP2a; O75604; Potency, µM (doses to about 38.3 µM), for inactives: top-dose activity change, negative = inhibition, actives largely listed as inhibitors; USP2a enzymatic assay, qHTS inhibition; 60,000 tested, 0.1% active;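 further: potency means the concentration at half of the fitted maximal effect; nearly all actives have a fitted effect of over 60% in size; plate controls were DMSO for no effect and NEM full inhibition control for full effect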
Target sequence (O75604 whole entry, looked up): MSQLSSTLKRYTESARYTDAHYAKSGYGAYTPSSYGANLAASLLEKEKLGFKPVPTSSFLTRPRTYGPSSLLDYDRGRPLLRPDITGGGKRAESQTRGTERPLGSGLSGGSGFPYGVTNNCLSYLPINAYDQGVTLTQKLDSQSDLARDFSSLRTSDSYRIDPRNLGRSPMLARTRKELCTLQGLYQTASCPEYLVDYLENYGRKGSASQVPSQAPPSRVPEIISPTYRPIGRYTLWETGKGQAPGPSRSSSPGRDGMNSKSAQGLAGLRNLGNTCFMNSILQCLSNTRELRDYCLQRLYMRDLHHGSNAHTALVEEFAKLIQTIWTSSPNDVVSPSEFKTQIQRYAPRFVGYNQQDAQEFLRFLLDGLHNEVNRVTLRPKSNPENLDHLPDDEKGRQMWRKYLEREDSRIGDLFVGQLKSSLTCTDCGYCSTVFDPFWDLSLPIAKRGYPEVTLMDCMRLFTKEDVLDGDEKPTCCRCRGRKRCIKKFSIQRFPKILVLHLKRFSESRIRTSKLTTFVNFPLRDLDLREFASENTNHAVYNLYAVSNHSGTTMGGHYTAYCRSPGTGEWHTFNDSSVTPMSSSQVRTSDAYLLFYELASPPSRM
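Inhibition is measured in a cell-free coupled assay with 20 nM USP2 core, 20 nM Ub-PLA2 and 20 uM NBD C6-HPC, 2.5 h incubation. Activity normalized to NEM control.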
BRCT inh green = inhibitors of human BRCA1 BRCT-phosphoprotein interaction (green fluorophore); AID 875; BRCA1 BRCT-phosphopeptide binding, green fluorescence polarization; Potency, µM (series often up to 76.9 µM), without a hit: at the top dose activity change, negative = inhibition, actives largely listed as inhibitors; 75,000 tested, 0.05% active; P38398;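 further: potency means the concentration at half of the fitted maximal effect; plate controls were peptide without protein for full effect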
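Fluorescence polarization: His-tagged BRCT (~35 kDa BRCA1 C-terminus, 250 nM) bound to 100 nM fluorescein-labeled phosphorylated 10-aa BACH1 peptide, pH 7.3 phosphate buffer with DTT and Tween 20. Compounds incubated 12 min at room temperature; inhibition read as lowered polarization.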
Caspase-7 inhib = caspase-7 (human) inhibition, allosteric or competitive. P55210. recombinant caspase-7, Ac-DEVD-AFC fluorescence rate. Potency, µM (series often up to 57.5 µM), for the others: at the top dose activity change, negative = inhibition, usual class: inhibitors. 75,000 tested, 0.02% active. AID 889; active means well fitted inhibition curve with a large enough effect in the main read-out, with a control signal flat, not every such curve was filed as active; inconclusive means small, poorly fitted or top-dose-only effect, or a change in a side signal; further: potency means the concentration at half of the fitted maximal effect; % of control where 0% means no effect
Target sequence (P55210 24-198 limits assumed): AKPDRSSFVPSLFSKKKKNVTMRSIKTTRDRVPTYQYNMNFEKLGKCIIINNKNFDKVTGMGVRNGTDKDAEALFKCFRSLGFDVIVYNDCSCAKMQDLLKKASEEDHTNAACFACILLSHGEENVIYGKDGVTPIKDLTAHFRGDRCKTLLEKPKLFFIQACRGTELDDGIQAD
Target sequence (P55210 207-303 limits assumed): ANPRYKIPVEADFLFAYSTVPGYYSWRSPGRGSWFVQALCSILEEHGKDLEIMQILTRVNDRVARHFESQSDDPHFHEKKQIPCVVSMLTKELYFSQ
Caspase-1 inhib = blocks human caspase-1 allosterically or competitively; P29466; Caspase-1 enzyme, Ac-WEHD-AFC fluorogenic rate; Potency, µM (top dose mostly 57.5 µM), inactives show at the highest dose activity change, negative = inhibition, usual class: inhibitors; 75,000 tested, 0.03% active;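 further: potency means the concentration at half of the fitted maximal effect; plate controls were vehicle for no effect and no substrate for full effect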
HEK293 cAMP ctrl = parental HEK293 cAMP activation (counter-screen); 73,000 tested, 2.5% active; parental HEK293 CNG cAMP sensor, membrane potential fluorescence; Potency, µM (top dose mostly 57.1 µM), inactives show at the highest dose activation, actives largely listed as activators; further: potency means the concentration at half of the fitted maximal effect; % of control where 0% means no effect; nearly all actives have a fitted effect of over 55% in size
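Parental HEK 293 cells stably expressing a modified CNG channel (no TSHR) report cAMP rise as membrane depolarization. Membrane potential dye with 100 uM RO 20-1724 was loaded for 60 min at room temperature, then compound added for 30 min; fluorescence read at 590 nm.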
A350 fluor = A350 region autofluorescence | max dye-equivalent concentration, M | 59,000 tested, 11% active | Compound autofluorescence, 340/450 nm, Alexa 350 dye-equivalents; stronger effect = higher value; in the data active means max dye-equivalent concentration above about 10 nM; inconclusive means mostly about 1.1 nM to 9.6 nM
Fluorescein autfl = compound autofluorescence in fluorescein spectral region. max fluorescein-equivalent concentration, M. Compound autofluorescence, 480/540 nm, fluorescein-equivalent; stronger effect = higher value. 59,000 tested, 0.91% active; in the data active means max fluorescein-equivalent concentration above about 10 nM; inconclusive means between about 1.1 nM and that limit
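Normalized response (dye-equivalent concentration) derives from comparing each well's 540 nm emission, under 480 nm excitation, with plate-resident fluorescein standards. Compounds were held in 100 mM Tris, pH 8.0, for 15 min at room temperature.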
BRCT inh red = inhibitors of human BRCA1 BRCT-phosphoprotein interaction (red fluorophore); P38398; BRCT-phosphopeptide binding, red fluorescence polarization; Potency, µM (titrated, usually from 76.9 µM), for the others: at the highest dose activity change, negative = inhibition, actives largely listed as inhibitors; 75,000 tested, 0.03% active; further: on the % scale 0 is the no-effect control and ±100 the full control effect
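Fluorescence polarization: 100 nM His-tagged BRCA1 BRCT with 100 nM TAMRA-labelled phospho-BACH1 decapeptide, phosphate buffer pH 7.3 with 150 mM NaCl, DTT, 0.01% Tween 20; 12 min RT. Binding inhibition seen as FP decrease.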
Epigenetic mod = derepresses silenced GFP locus in mouse C127i cells; 68,000 tested, 0.09% active; mouse C127i GFP locus derepression, cytometry, 30 h; Potency, µM (highest dose often 46.1 µM), without a hit: at the top dose GFP derepression (activation); AID 597; further: % of control where 0% means no effect
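Locus derepression in mouse mammary C127i cells whose integrated CMV-GFP reporter is normally silent; GFP expression after 30 h compound treatment was quantified by counting fluorescent cells.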
4MU fluor = compounds fluorescent in 4-MU spectral region; compound autofluorescence, 340/450 nm, 4-MU equivalents; stronger effect = higher value; 59,000 tested, 11% active; max dye-equivalent concentration, M; AID 589; in the data active means max dye-equivalent concentration above about 10 nM; inconclusive means mostly about 1.1 nM to 9.6 nM
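Compounds in 100 mM Tris, pH 8.0, incubated 15 min at room temperature, then fluorescence read at 340 nm excitation/450 nm emission. Signal converted to 4-MU dye-equivalent concentration using an on-plate six-point 4-MU standard curve.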
Numbers without * were called inactive; [ ] = dose if it differs, or a comment. Unless noted, the call rests on the fitted dose curve; in most records, active means well fitted curve in the direction sought with a large enough effect; inconclusive means small, poorly fitted or top-dose-only effect, or another doubt; inactive means no such curve, though single readings can be large; an effect the other way counts as inactive or inconclusive. Some of the compounds tested. The share of hits here may be higher or lower than overall.

What do the screens show for `CC(=O)NC1CC2CCCC(C1)N2CC(=O)NCc1ccc(F)cc1` (stereo not drawn)?
Ub-GFP proteasome: -4%; USP2a inh: -1%; BRCT inh green: 3.0%; Caspase-7 inhib: -2%; Caspase-1 inhib: 0%; HEK293 cAMP ctrl: inconclusive; A350 fluor: inconclusive; Fluorescein autfl: inconclusive; BRCT inh red: -2.7%; Epigenetic mod: -2%; 4MU fluor: inactive

How did O=C(CN1CCc2ccccc21)NC(=O)NCc1ccco1 do in these assays?
Ub-GFP proteasome: 1%; USP2a inh: 15%; BRCT inh green: 0.2%; Caspase-7 inhib: -3%; Caspase-1 inhib: 0%; HEK293 cAMP ctrl: -5%; A350 fluor: inactive; Fluorescein autfl: inconclusive; BRCT inh red: 1.8%; Epigenetic mod: 0%; 4MU fluor: inactive

What do the screens show for `O=C(CSc1nnc(-c2ccncc2)n1-c1ccc(Cl)cc1)N1CCOCC1`?
Ub-GFP proteasome: -6%; USP2a inh: 7%; BRCT inh green: -1.0%; Caspase-7 inhib: -1%; Caspase-1 inhib: -1%; HEK293 cAMP ctrl: 17%; A350 fluor: 1.2e-08M*; Fluorescein autfl: inactive; BRCT inh red: 0.5%; Epigenetic mod: 0%; 4MU fluor: 1.2e-08M*

Results for CN1CCN(/C=N/c2c(C#N)cnn2Cc2ccccc2)CC1 ?
USP2a inh: 4%; BRCT inh green: -3.0%; Caspase-7 inhib: -2%; Caspase-1 inhib: -3%; HEK293 cAMP ctrl: 0%; A350 fluor: inactive; Fluorescein autfl: inactive; BRCT inh red: -1.6%; Epigenetic mod: -2%; 4MU fluor: inactive

How did CS(=O)(=O)Nc1ccc(S(=O)(=O)Nc2nccs2)cc1 do in these assays?
Ub-GFP proteasome: 4%; USP2a inh: 2%; BRCT inh green: -1.7%; Caspase-7 inhib: 2%; Caspase-1 inhib: 0%; HEK293 cAMP ctrl: 8%; A350 fluor: inactive; Fluorescein autfl: inconclusive; BRCT inh red: 1.0%; Epigenetic mod: -2%; 4MU fluor: inactive

What do the screens show for `COCCCNC(=O)CS(=O)Cc1nc(-c2ccccc2C)oc1C` (stereo not drawn)?
Ub-GFP proteasome: -10%; BRCT inh green: -2.7%; Caspase-7 inhib: -2%; Caspase-1 inhib: -2%; HEK293 cAMP ctrl: 2%; BRCT inh red: 0.0%

How did O=C(CN(c1ccccc1)S(=O)(=O)c1ccccc1)N1CCN(Cc2ccc3c(c2)OCO3)CC1 do in these assays?
Ub-GFP proteasome: 0%; USP2a inh: 25%; BRCT inh green: -0.1%; Caspase-7 inhib: -2%; Caspase-1 inhib: -2%; HEK293 cAMP ctrl: 21%; BRCT inh red: 1.8%; Epigenetic mod: 6%

What do the screens show for `O=C(Nc1cccc(Cl)c1)N1CCN(c2ncccn2)CC1`?
Ub-GFP proteasome: 9%; USP2a inh: -4%; BRCT inh green: -4.1%; Caspase-7 inhib: 3%; Caspase-1 inhib: 0%; HEK293 cAMP ctrl: 1%; A350 fluor: inactive; Fluorescein autfl: inactive; BRCT inh red: -2.2%; Epigenetic mod: 2%; 4MU fluor: inactive

How did CC(=O)Nc1cc2ccccc2oc1=O do in these assays?
Ub-GFP proteasome: -4%[20.5 µM]; USP2a inh: 3%[17.1 µM]; BRCT inh green: 1.9%[34.4 µM]; Caspase-7 inhib: 2%[25.7 µM]; Caspase-1 inhib: -3%[25.7 µM]; HEK293 cAMP ctrl: -3%[25.6 µM]; A350 fluor: inactive; Fluorescein autfl: inconclusive; BRCT inh red: -0.6%[34.4 µM]; Epigenetic mod: 0%[20.6 µM]; 4MU fluor: inactive

Results for O=C(C1=C(O)C(=O)N(CCc2ccccc2)C1c1cccnc1)c1ccco1 (stereo not drawn) ?
Ub-GFP proteasome: -3%; BRCT inh green: 0.8%; Caspase-7 inhib: 0%; Caspase-1 inhib: -4%; HEK293 cAMP ctrl: -1%; A350 fluor: inactive; Fluorescein autfl: inconclusive; BRCT inh red: 1.0%; Epigenetic mod: 0%; 4MU fluor: inactive

Results for COC(=O)N1[C@H](Cc2ccccc2)C=C[C@]1(C)C(=O)NCc1ccccn1 ?
BRCT inh green: -2.4%; Caspase-7 inhib: 0%; Caspase-1 inhib: 0%; HEK293 cAMP ctrl: 15%; BRCT inh red: -0.1%

How did Cc1ccc(NC(=O)CS(=O)CC(=O)N(C2CCCC2)C(C)C(=O)NC2CCCCC2)cc1 (stereo not drawn) do in these assays?
Ub-GFP proteasome: 2%; USP2a inh: 38%[activator]; BRCT inh green: -0.8%; Caspase-7 inhib: -3%; Caspase-1 inhib: 4%; HEK293 cAMP ctrl: 3%; A350 fluor: inconclusive; Fluorescein autfl: inconclusive; BRCT inh red: 0.0%; Epigenetic mod: 1%; 4MU fluor: inactive

What do the screens show for `CCCCn1nnc(NC(=O)CC23CC4CC(CC(C4)C2)C3)n1`?
Ub-GFP proteasome: -6%; USP2a inh: -4%; BRCT inh green: -1.1%; Caspase-7 inhib: 1%; Caspase-1 inhib: 2%; HEK293 cAMP ctrl: -19%; A350 fluor: inconclusive; Fluorescein autfl: inactive; BRCT inh red: -1.6%; Epigenetic mod: -3%; 4MU fluor: inconclusive

What do the screens show for `CC1(C)CC(=O)C(C=NCCc2ccc(S(N)(=O)=O)cc2)=C(O)C1`?
Ub-GFP proteasome: -7%; USP2a inh: -1%; BRCT inh green: -6.1%; Caspase-7 inhib: -2%; Caspase-1 inhib: 0%; HEK293 cAMP ctrl: 2%; A350 fluor: inactive; Fluorescein autfl: inconclusive; BRCT inh red: -4.3%; Epigenetic mod: -2%; 4MU fluor: inactive

How did CCCCc1cc(=O)oc2cc(OCc3nn[nH]n3)c(Cl)cc12 do in these assays?
USP2a inh: -25%; BRCT inh green: 2.4%; Caspase-7 inhib: -2%; Caspase-1 inhib: -3%; HEK293 cAMP ctrl: inconclusive; A350 fluor: 1.3e-07M*; Fluorescein autfl: inconclusive; BRCT inh red: -2.7%; Epigenetic mod: -2%; 4MU fluor: 9.6e-08M*

Results for CN1CCN(c2ncnc3ccc(-c4cccc(C#N)c4)cc23)CC1 ?
Ub-GFP proteasome: 4%; USP2a inh: 35%[activator]; BRCT inh green: 4.9%; Caspase-7 inhib: -1%; Caspase-1 inhib: 0%; HEK293 cAMP ctrl: 28%; A350 fluor: inactive; Fluorescein autfl: inactive; BRCT inh red: -0.5%; Epigenetic mod: 0%[9.22 µM]; 4MU fluor: inactive

What do the screens show for `CC(C)CCn1cnc2c([nH]c3cccc(Cl)c32)c1=O`?
USP2a inh: 1%; BRCT inh green: -1.9%; Caspase-7 inhib: 0%; Caspase-1 inhib: -1%; HEK293 cAMP ctrl: 1%; A350 fluor: inconclusive; Fluorescein autfl: inactive; BRCT inh red: 0.1%; Epigenetic mod: 0%; 4MU fluor: inactive

How did Cc1cc(C)n2nc(SCC(=O)N(C(C)C)C(C)C)nc2n1 do in these assays?
Ub-GFP proteasome: 3%; USP2a inh: -2%; BRCT inh green: -0.4%; Caspase-7 inhib: -1%; Caspase-1 inhib: 0%; HEK293 cAMP ctrl: 2%; A350 fluor: inactive; Fluorescein autfl: inconclusive; BRCT inh red: 1.7%; Epigenetic mod: 2%; 4MU fluor: inactive

How did COC(=O)C1(CC(C)C)C=C2C(=C(C(C)C)C(=O)C2C)CN1 (stereo not drawn) do in these assays?
BRCT inh green: -4.9%; Caspase-7 inhib: -13%; Caspase-1 inhib: -9%; HEK293 cAMP ctrl: inconclusive; BRCT inh red: 0.4%

Results for CC(NC(=O)c1csc2ccccc12)C1CCCO1 (stereo not drawn) ?
Ub-GFP proteasome: 3%; USP2a inh: -8%; BRCT inh green: -0.8%; Caspase-7 inhib: 0%; Caspase-1 inhib: -2%; HEK293 cAMP ctrl: 5%; A350 fluor: inactive; Fluorescein autfl: inactive; BRCT inh red: -0.1%; Epigenetic mod: -2%; 4MU fluor: inactive

What do the screens show for `Cc1csc(C2=C(O)CN(CCc3ccccc3)C2=N)n1`?
USP2a inh: 1%; BRCT inh green: -5.2%; Caspase-7 inhib: 0%; Caspase-1 inhib: 0%; HEK293 cAMP ctrl: 3%; A350 fluor: inactive; Fluorescein autfl: inconclusive; BRCT inh red: 0.8%; Epigenetic mod: -2%; 4MU fluor: inactive

Results for CCn1c(CCCNC(=O)c2cccs2)nc2ccccc21 ?
Ub-GFP proteasome: -2%; BRCT inh green: 0.6%; Caspase-7 inhib: 2%; Caspase-1 inhib: -3%; HEK293 cAMP ctrl: 4%; BRCT inh red: -0.7%

Results for Cn1c(CNc2ccccc2O)nc2ccccc21 ?
Ub-GFP proteasome: -4%; BRCT inh green: -1.0%; Caspase-7 inhib: 1%; Caspase-1 inhib: -3%; HEK293 cAMP ctrl: -6%; BRCT inh red: 1.1%
